GSIS activator – primary screen for activators of insulin secretion dependent on glucose, INS-1E cells, GLuc reporter luminescence; INS-1E GLuc reporter insulin secretion, 2-3 h; actives 0.61% (n = 370,000); activation, % at 16.6 µM; AID 743287;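 active = lowest replicate activation of at least 40%, so every replicate reaches that level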;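 also: 0% = median of neutral control wells and 100% = median of IBMX positive control wells; some compounds called inactive have numbers as strong as hits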
Statin myotox sup – suppressors of simvastatin-induced myotoxicity in C2C12 myotubes; ATP luminescence, 48 h; scaled: DMSO 0, geranylgeraniol control 100; rescue of ATP level, % at 7.49 µM; actives 0.78% (n = 330,000); AID 602340;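 active = mean ATP rescue above about 67%, or every replicate alone reaching that limit, limit read from the data, passing the limit was not always enough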;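 also: myotubes were challenged with 10 µM simvastatin during compound exposure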
PglD DTNB – PglD (C. jejuni) enzyme inhibition; actives 0.098% (n = 360,000); inhibition, % at 12.5 µM; AID 602405; purified PglD enzyme, DTNB colorimetric CoA detection; in the data active = inhibition above about 16%, passing the limit was not always enough; also: strong numbers were not always called active
FN deposit inh – fibronectin deposition inhibition; actives 0.086% (n = 350,000); AH1F fibroblasts, Alexa488-fibronectin deposition fluorescence, overnight; inhibition, % at 12.6 µM;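 active = mean inhibition across replicates of 30% or more, regardless of how many single replicates reach that level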;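 also: positive control wells lacked labelled fibronectin entirely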
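Assay system: AH1F fibroblasts / Quantity: 10000 cells per well / Medium: DMEM plus 2% serum, read in PBS / Reagent: labelled fibronectin 24 nM / Dosing: single dose, pinned / Times: 1 h cell attachment, overnight exposure to compound and label / Signal: fluorescence, ex 485 nm, em 525 nm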
F508del corr – correctors of CFTR F508del function in bronchial epithelial cells | CFBE cells, YFP halide quenching; stimulated with forskolin plus potentiator P3; % fluorescence drop versus neutral controls | activity (quench increase), % at 7.58 µM | actives 0.36% (n = 350,000) | AID 720511;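 active = mean added fluorescence quench of at least 8% versus neutral control, with both replicates also reaching 8%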;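 also: cells transiently co-express mutant CFTR-F508del with the halide-sensitive YFP; corrector assay measuring rescue of mutant channel to the surface after 24 h compound exposure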
Cneo AK release – causes C. neoformans cell lysis. adenylate kinase release luminescence, 4 h; normalised: neutral wells 0, clomiphene wells 100. lysis activity, % at 15 µM. actives 0.2% (n = 360,000);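 active = mean lysis activity across replicates of at least 80%, whatever share of replicates individually reach that level; inactive = mean lysis activity below 80%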
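Assay system: C. neoformans cells. Amount: yeast cell density of 5 × 10^6 cells/mL. Technique: AK luminescence. Buffer or medium: YPD. Times: static 4 h at 37 °C with compound, 1 h detection. Dosing: single-point compound dose. Read-out: lysis from increased AK signal.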
PGC1a acetyl inh – modulators of PGC1a acetylation; AID 651687; inhibition, % at 15.6 µM; actives 0.17% (n = 350,000); U2OS PGC1a acetylation, AlphaScreen anti-acetyl-lysine; with virally co-expressed GCN5 acetyltransferase;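 active = every replicate shows inhibition of at least 40%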;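 also: 0% = neutral control wells and 100% = positive control wells; some results beyond the cut were filed as inactive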
miR-122 sensor – blocks miR-122 activity in Huh7 sensor cells. actives 0.3% (n = 340,000). activation (reporter increase), % at 12.5 µM. Huh7 miR-122 Renilla luciferase sensor, 48 h; neutral wells = 0, positive control = 100;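 active = mean replicate activation score at least 90 and every replicate individually at or above 90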;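 also: higher luciferase means less miR-122 activity so hits act as miR-122 inhibitors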
Numbers without * were called inactive; x = not tested or not shown; [ ] = dose if it differs, or a comment.

SMILES | GSIS activator | Statin myotox sup | PglD DTNB | FN deposit inh | F508del corr | Cneo AK release | PGC1a acetyl inh | miR-122 sensor
CC1=C(C(=O)Nc2cc(C(=O)N3CCN(c4ccc(Cl)cc4)CC3)ccc2C)SCCO1 | -18 | 6 | 5 | -9 | -3.5 | 0 | -15 | -9
COc1cccc(CN(C)C[C@H]2OCc3cn(nn3)CCCC(=O)N([C@@H](C)CO)C[C@H]2C)c1 | 5 | 4 | -1 | 1 | 0.8 | -5 | 2 | 2[16.7 µM]
N#C[C@@H]1[C@@H](c2ccccc2C2=CCCC2)[C@H](CO)N1C(=O)C1CCC1 | 6 | x | x | -1 | -1.2 | x | 5 | x
CCn1ncc(Br)c1C(=O)Nc1sc2c(c1C(N)=O)CCC2 | x | 3 | 4 | x | x | 0 | -15 | -3
O=S(=O)(c1ccccc1)N1CCCCN2[C@H](CO)[C@H](c3ccc(C#Cc4ccccn4)cc3)[C@H]2C1 | 0 | 3 | -9 | x | 1.3 | 2 | 3 | 9[16.7 µM]
CN1c2ccc(-c3ccc(F)cc3)cc2[C@H]2[C@H](CCN2C(=O)Nc2cc(F)ccc2F)[C@H]1CO | 0 | 11 | 1 | -26 | 0.9 | 3 | 19 | -6[16.7 µM]
COc1ccc2[nH]c3c(c2c1)CCN1C(=O)C(CC(=O)NCCc2ccccn2)C[C@H](C(=O)N2CCOCC2)[C@@]31CCC1CCCC1 (stereo partly drawn) | -3 | 11 | -5 | x | -0.2 | 0 | x | x
O=C(NCc1ccco1)C1CCCCN1S(=O)(=O)c1ccc(F)cc1 (stereo not drawn) | x | -16 | -5 | -1 | x | 0 | -1 | -11
CC(NS(=O)(=O)/C=C/c1ccccc1)C(=O)O (stereo not drawn) | x | x | x | -11 | -0.6 | x | -14 | 1
CCN(C(=O)COC(=O)CCC(=O)c1ccc(Cl)cc1)c1c(N)n(Cc2ccccc2)c(=O)[nH]c1=O | 6 | 7 | -6 | -12 | 0.4 | -1 | -5 | 1
COCC(=O)N1CCC(Oc2ccc(C(=O)N3C[C@H]4CC[C@H]3C4)cc2)CC1 | 5 | x | -2 | -1 | -0.9 | 0 | x | -9
O=C(Cc1ccccc1)Nc1cc(Cl)ccc1Sc1ccccc1 | 6 | x | -4 | 0 | x | 3 | -13 | -6
NS(=O)(=O)c1ccc(CCNC(=O)CN2CCN(c3ccc(F)cc3)CC2)cc1 | -4 | x | 3 | x | x | 6 | x | -4
Cc1cc(SCC(=O)c2ccccc2)n2nc(C)nc2n1 | -1 | 15 | 2 | -14 | 0.7 | 0 | 11 | -7
O=S(=O)(NCC1CCCO1)c1ccc(Br)s1 (stereo not drawn) | x | 15 | -10 | 4 | x | 0 | -3 | 64

The final 2 records of the section before lead into the next:
SMILES | GSIS activator | Statin myotox sup | PglD DTNB | FN deposit inh | F508del corr | Cneo AK release | PGC1a acetyl inh | miR-122 sensor
Cc1cc(SCC(=O)c2ccccc2)n2nc(C)nc2n1 | -1 | 15 | 2 | -14 | 0.7 | 0 | 11 | -7
O=S(=O)(NCC1CCCO1)c1ccc(Br)s1 (stereo not drawn) | x | 15 | -10 | 4 | x | 0 | -3 | 64
Cc1nc2cc(NC(=O)c3ccc([N+](=O)[O-])s3)ccc2s1 | 20 | 5 | -4 | 0 | -0.4 | -10 | -20 | -7
COc1ccc(C2=CC(=O)CC(c3ccccc3)C2)cc1 (stereo not drawn) | -1 | 12 | 0 | x | 0.3 | -1 | x | -1
CC1CCN(S(=O)(=O)c2cccc(C(=O)NCc3ccco3)c2)CC1 | x | -13 | 9 | -8 | x | -3 | -18 | 12
C#CCOCCOCCOCCNc1nc(N2CCN(C(=O)[C@H]([C@@H](C)O)n3cc(CCCCN)nn3)CC2)nc(N2CCN(C(=O)[C@H](C)n3cc(CCC(=O)O)nn3)CC2)n1 | 1 | -1 | 5 | 7 | 0.6 | 3 | 6 | -1
C[C@H]1CN([C@@H](C)CO)C(=O)c2cccc(NC(=O)c3ccc(-c4nccs4)cc3)c2O[C@H]1CN(C)S(=O)(=O)c1ccc(F)cc1 | -9 | -58 | -2 | x | -1.5 | 9 | 8 | 18[16.7 µM]
CC(C)CC(NC(=O)c1ccc(C#CC(C)(C)O)s1)C(=O)O (stereo not drawn) | 10 | x | x | 3 | 1.2 | x | 2 | x
CNC[C@H]1Oc2c(NC(=O)C3CC3)cccc2C(=O)N([C@@H](C)CO)C[C@H]1C | 14 | 1 | -8 | x | -3.9 | 5 | 0 | -3[16.7 µM]
O=c1ccn(C2CCCCC2)c(=O)[nH]1 | 6 | 5 | 0 | x | 3.7 | 1 | -8 | -4
CCCC(=O)Nc1ccc2c(c1)C(=O)N(C)C[C@H](OC)[C@@H](C)CN(CC1CCOCC1)[C@@H](C)CO2 | 17 | -5 | x | 4 | 0.9 | x | -6 | -1[16.7 µM]
NS(=O)(=O)c1ccc(NC(=O)c2ccc3c(c2)CCCC3)cc1 | 4 | -22 | 2 | 7 | 2.6 | -1 | -1 | 1
C[C@]12C=CC(=O)C=C1CC[C@@H]1[C@@H]2C(=O)C[C@@]2(C)[C@H]1CC[C@]2(O)C(=O)COC(=O)CCC(=O)O | 2 | 3 | 0 | 0 | 1.2 | -5 | -5 | -6
COC(=O)c1ccc(NC(=O)c2cccc(N3C(=O)C4C5C=CC(C6CC56)C4C3=O)c2)cc1 (stereo not drawn) | -5 | -13 | 7 | 2 | -0.9 | 2 | x | x
COCC#Cc1cnc2c(c1)C(=O)N([C@H](C)CO)C[C@H](C)[C@H](CN(C)Cc1ccc3c(c1)OCO3)O2 | -9 | 10 | 4 | 0 | -2.4 | 68 | -1 | 3[16.7 µM]
Cc1ccc(NC(=O)COC(=O)c2ccc3c(c2)C(=O)N(CCc2ccccc2)C3=O)c(C)c1 | -16 | -5 | x | -8 | x | x | 5 | -7
O=C(NCCc1ccccc1)C(=O)NCC1OCCN1S(=O)(=O)c1ccc([N+](=O)[O-])cc1 (stereo not drawn) | -2 | 4 | -2 | 3 | 0.6 | 1 | x | -2
CC(NC(=O)c1ccc(Cl)cc1)C1CC2CCC1C2 (stereo not drawn) | 5 | -2 | 8 | -4 | -3.5 | 0 | -32 | -4
CS(=O)(=O)N(CC(=O)Nc1ccccc1-c1ccccc1)c1cccc(F)c1 | -34 | 23 | -4 | x | 3.2 | 1 | -11 | 14
COc1ccc(OCC(O)CN2CCNCC2)cc1 (stereo not drawn) | 11 | 23 | 5 | -7 | -2.3 | 0 | x | x
CC(=O)Nc1nc2cc([N+](=O)[O-])ccc2s1 | -2 | -8 | 1 | 3 | 1.5 | 1 | 4 | -2
CCOc1ccc(NC(=O)c2ccc(NC(=O)C3CCCO3)cc2)cc1 (stereo not drawn) | 16 | -7 | -2 | -6 | -0.6 | 2 | -3 | -5
Cc1ccc(C(=O)NCCc2sc(C)nc2C)cc1 | -12 | 17 | 1 | 14 | x | 2 | -4 | -1
CC1(C(=O)NCc2ccc3c(c2)OCO3)CCN1C(=O)C1(c2ccc(Cl)cc2)CC1 (stereo not drawn) | -25 | 12 | -5 | 1 | 0.3 | -1 | 4 | 48
O=S(=O)(c1ccc(Cl)cc1)N1CCN(C2CCCCCC2)CC1 | x | 12 | 3 | x | x | -4 | -20 | 6
C[C@H](CO)N1C[C@H](C)[C@@H](CN(C)Cc2cccnc2)Oc2cc(C#CC3CCCC3)ccc2S1(=O)=O | -16 | -111 | -2 | -29 | -5.6 | -3 | -3 | 64[16.7 µM]
O=C(CCc1nc2ccccc2[nH]1)NC1CCCCC1 | 13 | -4 | 1 | 0 | 2.8 | -4 | 2 | -6
COc1ccc(NC(=O)C2CC(=O)N(c3cc(C)ccc3C)C2)cc1 (stereo not drawn) | x | 5 | 4 | x | x | 0 | -17 | 4
CCOc1ccc(N2C(=O)CC(Sc3nc(O)c(CC)c(=O)[nH]3)C2=O)cc1 (stereo not drawn) | -2 | x | 1 | 4 | -1.3 | 0 | -1 | 1
COc1ccc(CN(C)C[C@@H]2Oc3ccc(NC(=O)Nc4ccc5c(c4)OCO5)cc3C(=O)N([C@@H](C)CO)C[C@H]2C)cc1 | -9 | -4 | -1 | x | -1.3 | 56 | 7 | -4[16.7 µM]
CNC[C@@H]1Oc2ccc(NS(=O)(=O)c3ccc(C)cc3)cc2C(=O)N([C@@H](C)CO)C[C@@H]1C | -5 | 1 | 15 | x | -2.8 | 57 | -6 | 9[16.7 µM]
CCOc1ccc(CCNC(=O)Cn2ncn3nc(-c4ccc(OC)cc4)cc3c2=O)cc1OCC | 17 | 2 | -3 | -3 | 0.5 | -3 | 7 | -8

Three structures out of the list, arranged by heavy-atom count, highest first.
SMILES | GSIS activator | Statin myotox sup | PglD DTNB | FN deposit inh | F508del corr | Cneo AK release | PGC1a acetyl inh | miR-122 sensor
CCOc1ccc(CCNC(=O)Cn2ncn3nc(-c4ccc(OC)cc4)cc3c2=O)cc1OCC | 17 | 2 | -3 | -3 | 0.5 | -3 | 7 | -8
COc1ccc(NC(=O)C2CC(=O)N(c3cc(C)ccc3C)C2)cc1 (stereo not drawn) | x | 5 | 4 | x | x | 0 | -17 | 4
CC(=O)Nc1nc2cc([N+](=O)[O-])ccc2s1 | -2 | -8 | 1 | 3 | 1.5 | 1 | 4 | -2

Next part
SMILES | GSIS activator | Statin myotox sup | PglD DTNB | FN deposit inh | F508del corr | Cneo AK release | PGC1a acetyl inh | miR-122 sensor
Cc1cccc(NC(=O)CN2NS(=O)(=O)c3ccccc3C2=O)c1 | x | 11 | -8 | 7 | x | -1 | -14 | -12
CS(=O)(=O)N(CC(=O)N1CCc2ccccc2C1)c1cccc(Br)c1 | x | 4 | 5 | 0 | 1.0 | 1 | -8 | 3
Cc1cc(C)c(C2=Nn3c(C)nnc3SC2C)cc1C (stereo not drawn) | -75 | -11 | -1 | 17 | -0.2 | 1 | x | x
O=C(Nc1ccc(F)c(Cl)c1)c1cc(C2CCCN(C(=O)CCc3ccccc3)C2)on1 (stereo not drawn) | -5 | 0 | -4 | 5 | -0.1 | -4 | -20 | -5
COc1ccc(N2CC(C(=O)N/N=C/c3ccccc3)CC2=O)cc1 (stereo not drawn) | -4 | 6 | 6 | x | -1.5 | 2 | -7 | 6
CCCC(=O)N1CC2(CCN(S(C)(=O)=O)CC2)c2c([nH]c3cc(OC)ccc23)[C@H]1CO | 6 | x | x | 1 | 3.4 | x | -3 | x
CO[C@H]1CN(C)C(=O)c2cc(NC(C)=O)ccc2OC[C@@H](C)NC[C@@H]1C | 5 | 8 | 19* | x | 2.4 | 51 | 35 | x
Cc1nn(CC(=O)NC(C)C)c(C)c1[N+](=O)[O-] | 10 | x | x | 2 | 0.5 | x | 0 | x
COc1ccc2c3c(n(C)c2c1)[C@@H](CO)N(Cc1ccccc1OC)CC31CN(C)C1 | -4 | x | x | -5 | 2.0 | x | -2 | x
C[C@@H]1CN([C@@H](C)CO)C(=O)c2cc(NC(=O)Cc3ccccc3)ccc2O[C@@H]1CN(C)Cc1ccc(C(=O)Nc2ccccc2N)cc1 | 18 | x | -1 | x | 0.3 | 1 | 9 | 20[16.7 µM]
C[C@H]1CCCCO[C@H](CN(C)C(=O)c2ccccc2)[C@@H](C)CN([C@@H](C)CO)C(=O)c2cc(NC(=O)Cc3ccccc3)ccc2O1 | -22 | x | 0 | x | 0.9 | 0 | -12 | 12[16.7 µM]
COc1ccc(C)cc1NC(=O)CN(c1ccc(C)cc1)S(C)(=O)=O | -30 | 1 | x | 22 | -2.1 | x | -16 | -6
Cc1cc(C)c(NC(=O)CN(C)C(=O)CCC(=O)c2ccc(C)s2)c(C)c1 | -8 | 18 | 0 | -5 | 2.5 | 1 | -3 | -8

Screens from PubChem BioAssay.
